# Htt clearance: compounds clearing mutant huntingtin protein; inhibition, % at 1.5 µM; HeLa Exon1htt(103Q)mCFP, aggregate imaging; zero = plate's median compound well; AID 853; actives 0.42% (n = 47,000);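 active means inhibition of aggregate fluorescence above about 70%, also judged a hit by eye on the cell image, limit read from the data, passing the limit was not always enough; inconclusive means no rule stated for this call; inactive means not judged a hit on image review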;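 further: cells exposed to compound for three days before fixation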
# Htt clearance grain fraction: recorded beside Htt clearance, whose call it bears; fraction fluorescence in grains; measured here: aggregate grain fluorescence fraction; stronger effect = lower value;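 scaled fraction of total cell fluorescence in grains with unit not stated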
# Numbers without * were called inactive; ? = inconclusive; nt = no result given. Some of the compounds tested; rates above refer to the full screens.
SMILES,Htt clearance,Htt clearance grain fraction
CCn1c(=O)cc(OCC(=O)Nc2ccc(C)cn2)c2ccccc21,66,11
COc1ccccc1C(=O)NC(CCSC)C(=O)NCC(c1ccco1)N(C)C (centres undefined),-20,53
CC(=O)Oc1cccc(N2C(=O)C3C4C=CC(C4=C(C)C)C3C2=O)c1 (centres undefined),24,17
CCN(CC)S(=O)(=O)c1ccc(Oc2cccc(C(C)=O)c2)nc1,-5,38
Cc1ccc(S(=O)(=O)NCC(=O)OCN2C(=O)c3ccccc3C2=O)cc1,5,36
CCn1c(SCC(=O)NCc2ccco2)nnc1-c1cccs1,-21,22
Cc1ccccc1C(=O)Nc1ccc(Cl)cn1,-26,26
CCOc1c(Cl)cc(C2NC(=O)NC(C)=C2C(=O)NCc2ccccc2)cc1OC (centres undefined),-7,25
Cc1ccc(C2OCC3(CO)COC(c4ccc(C)cc4)N23)cc1 (centres undefined),-16,37
CC(Cc1ccccc1)N/C=C1\CC(=O)NC1=O (centres undefined),0,39
NC(=O)C(c1ccc(Sc2ccccc2)nn1)c1ccc(Cl)cc1Cl (centres undefined),10,28
CCC(C)NC(=O)CC1Oc2ccc(Cl)cc2NC1=O (centres undefined),-33,60
CS(=O)(=O)c1sc2nc(-c3cccs3)cc(-c3ccccc3)c2c1N,9,34
CCCCCCNC(=O)Cc1c(O)c2ccccc2[nH]c1=O,-16,21
O=C(NCc1ccc(F)cc1)C1CCCN(C(=O)Nc2ccccc2)C1 (centres undefined),-9,31
Cc1cc(C)n(-c2nc(NCC(C)O)c3c4c(sc3n2)CCCC4)n1 (centres undefined),-58,57
Cn1c(CN2CCOCC2)nnc1SCC(=O)NCCc1ccccc1,-35,27
O=C(Nc1ccc(F)cc1)c1sccc1SCc1cccc(C(F)(F)F)c1,33,26
CS(=O)(=O)Nc1ccccc1C(=O)NCc1ccco1,-59,30
Oc1oc(-c2ccco2)nc1C=Nc1ccccc1,-70,63
Cn1c(CNc2nc(-c3ccccc3)cs2)nnc1SCC(=O)c1ccccc1,-1,34
COc1ccccc1N1CCN(S(=O)(=O)c2ccc(F)cc2)CC1,-5,22
COc1ccc(C(=S)N2CCCC2)cc1C,26,13
Cc1ccc2cccc(S(=O)(=O)NC3CCS(=O)(=O)C3)c2n1 (centres undefined),-20,22
CCN(CC)S(=O)(=O)c1cccc(C(=O)N2CC(O)CC2C(=O)O)c1 (centres undefined),30,12
CC(=O)Nc1cccc(NC(=O)C2CC(=O)N(c3ccc(C)cc3)C2)c1 (centres undefined),-69,29
COc1ccc(C(=O)NCCc2nnc(SCc3nc4ccccc4c(=O)[nH]3)n2C)cc1,44,11
CC(=O)N(C)C1(c2nnnn2CCOC(=O)Nc2cccc3ccccc23)CCCC1,52,9.3
CC1(C)C2([N+](=O)[O-])CN(CCO)CC1([N+](=O)[O-])CN(CCO)C2,-8,19
Cc1nc(=O)c(-c2ccccc2)c(C)n1-c1ccccc1C(=O)O,-57,26
CC1CCN(S(=O)(=O)c2ccc(NC(=O)N3c4ccccc4Sc4ccccc43)cc2)CC1,-46,52
O=C(Nc1nc(-c2ccc(S(=O)(=O)N3CCCC3)cc2)cs1)c1ccco1,-24,23
CCOC(=O)C1C(=O)CC(C)(O)C(C(=O)OCC)C1c1cc(Br)ccc1OC (centres undefined),-113,40
NC(=O)c1oc2ccccc2c1NC(=O)c1ccc(F)cc1,15,27
Cc1ccc(-c2cc(-c3ccccc3)c(C#N)c(N)n2)o1,-20,43
Cc1cc(C)nc(SCC(=O)c2ccc(O)cc2O)n1,-27,52
O=C(Oc1ccc2ccc(=O)oc2c1)N1CCOCC1,-2,39
O=C(Cn1cnc2c(nnn2Cc2ccc(Cl)cc2)c1=O)N1CCCc2ccccc21,43,12
COc1ccc(N2CCN(CC(O)c3c[nH]c4ccc(OC)cc34)CC2C)cc1 (centres undefined),-90,39
N#Cc1c(NC(=O)CSc2n[nH]c(N)n2)oc(-c2ccccc2)c1-c1ccccc1,52,9.2
CCC(C)c1ccc(O)c(NC(=O)c2cncc(Br)c2)c1 (centres undefined),11,16
O=C(c1cccc(S(=O)(=O)N2CCCC2)c1)c1cccc(S(=O)(=O)N2CCCC2)c1,-11,39
C=C(C)c1cccc(C(C)(C)NC(=O)Nc2cc(C)ccc2OC)c1,-8,24
COC(=O)C1(C(F)(F)F)N=C2Sc3ccccc3N2C(N2CCOCC2)=N1 (centres undefined),19,27
COc1ccc(C(=O)N(c2ccccc2)C2C=CS(=O)(=O)C2)cc1 (centres undefined),19,31
CCCCCCSC1=C(C#N)C(=O)NC2(CCCCC2)S1,-79,35
Cc1ccc(CCP(=O)(O)CN2CCOCC2)cn1,10,18
COC(=O)c1ccccc1NC(=O)c1ccc(COc2ccc(C)c(C)c2)o1,-3,40
CC1(C)CC(=O)C2=C(C1)NC(=O)CC2c1cccc(F)c1 (centres undefined),0,21
Cc1c(C(=O)O)sc(=S)n1CCOc1ccccc1,15,32
Cc1ccc(S(=O)(=O)c2nc(C(C)(C)C)oc2N2CCOCC2)cc1,-25,22
Oc1ccc(F)cc1-c1cc(-c2ccc3c(c2)OCCO3)n[nH]1,31,14
CCOC(=O)c1cnc(SCc2nc(N)nc(Nc3ccccc3)n2)nc1N,32,13
COc1cccc(C2C3=C(CCCC3=O)Nc3nc(-c4cc(OC)c(OC)c(OC)c4)nn32)c1 (centres undefined),22,29
CCCC(=O)c1ccc(N2CCOCC2)c(F)c1,19,27
CN(C)S(=O)(=O)c1ccc2nc(NC(=O)c3cccnc3)sc2c1,36,12
CCn1c(=O)cc(OCC(=O)N2CCN(C(=O)c3ccco3)CC2)c2ccccc21,-34,59
O=C(O)CCc1ccc(-c2ccc(Cl)cc2)n1CCC(=O)O,4,34
CCn1c(=O)cc(SCC(=O)NCC2CCCO2)c2ccccc21 (centres undefined),-55,28
COc1ccc(CCNc2nc(N3CCCCC3)nc(N3CCCCC3)n2)cc1OC,21,15

# Single records, from the list above:
# CN(C)S(=O)(=O)c1ccc2nc(NC(=O)c3cccnc3)sc2c1 across the screens: Htt clearance = 36; Htt clearance grain fraction = 12
# COC(=O)c1ccccc1NC(=O)c1ccc(COc2ccc(C)c(C)c2)o1 across the screens: Htt clearance = -3; Htt clearance grain fraction = 40

# (next part)
SMILES,Htt clearance,Htt clearance grain fraction
CC(C#N)Sc1ncnc2sc3c(c12)CCC3 (centres undefined),-16,39
O=C(Nc1cccnc1)C1CCCN1S(=O)(=O)c1ccc(Cl)c(Cl)c1 (centres undefined),10,18
COc1ccc(CCn2c(=S)[nH]c3cc(C(=O)NCc4ccco4)ccc3c2=O)cc1OC,0,37
CN1CCN(c2ccccc2NC(=O)c2cc3ccccc3o2)CC1,4,36
CSc1cccc(NC(=O)CSc2ccccc2)c1,-29,26
CCN1CCN(CCC(=O)Nc2cccc(OC)c2)CC1,-16,47
C=C(C)COc1ccc(-c2n[nH]c(C)c2-c2ccccc2)c(O)c1,64,7.1
O=C(OCn1nnc2ccccc2c1=O)c1cccnc1,-40,50
CCc1cc(=O)oc2cc(OCc3nn[nH]n3)ccc12,28,15
COc1ccc(N2CCN(C(=O)c3cc4c(-c5ccc(Cl)cc5)nn(C)c4s3)CC2)cc1,-49,74
COc1cc(NC(=O)CN(C)S(=O)(=O)c2ccc3c(c2)CCC(=O)N3)cc(OC)c1,-53,80
O=C(O)C1CCCN1C(=O)OCc1ccccc1 (centres undefined),-34,54
Cc1ccc(-c2nnc(SCC(=O)Nc3nccs3)n2N)cc1,-4,17
O=C(CC1(O)C(=O)N(Cc2cccc3ccccc23)c2ccccc21)c1cccnc1 (centres undefined),12,21
O=C(Nc1ccccc1)N1CC=C(c2ccc(F)cc2)CC1,-53,30
O=C1CSC(c2cn(-c3ccccc3)nc2-c2ccccc2)N1Cc1ccco1 (centres undefined),21,15
Cc1ccc(S(=O)(=O)N2CCN(C(=O)c3ccccc3)C2C(C)C)cc1 (centres undefined),18,29
Cn1c(=O)[nH]c(=O)c2c1ncn2CCN1CCCCC1,-54,57
O=C(Nc1cccnc1)C1CC(c2ccc(Cl)c(Cl)c2)=NO1 (centres undefined),17,14
CC1CCCN(C(=O)CSc2nnc(-c3cccnc3)n2C2CCCCC2)C1 (centres undefined),7,19
COc1ccc(-n2nc3c(c2NC(=O)C2CCCC2)CS(=O)C3)cc1 (centres undefined),18,28
O=C(N1CCOCC1)N(Cc1ccccc1)c1ccccn1,1,33
Cc1ccc(NC(=O)NCCCN2CCOCC2)cc1,-19,23
COc1ccc(C(=O)O)cc1S(=O)(=O)Nc1cccc(C)c1,46,11
O=C(CSc1ccccc1C(=O)NCCCN1CCCC1=O)NCc1ccco1,-50,69
COC(=O)c1ccc(CC(=O)c2ccc(O)cc2O)o1,-52,52
COC(=O)c1ccc2c(=O)n(CCN3CCOCC3)c(SCC(=O)C(C)(C)C)nc2c1,3,36
C=CCn1c(C)cc(C(=O)COC(=O)C2CC(=O)N(Cc3ccccc3)C2)c1C (centres undefined),17,33
COc1cccc(-c2nc(CS(=O)(=O)CC(=O)NCCCN3CCc4ccccc4C3)c(C)o2)c1,-19,44
CC1=CC(C)(C)N2C(=O)C3(SCC(=O)N3c3ccc(F)cc3)c3cc(C)cc1c32 (centres undefined),-47,29
O=C(NC1C(=O)NNC1c1ccccc1)c1ccc(F)cc1 (centres undefined),35,28
CCc1n[nH]c(=O)n1Cn1c(CC)n[nH]c1=O,0,24
CS(=O)(=O)N1CCN(c2ccccc2NC(=O)c2ccc3ccccc3c2)CC1,29,13
Cc1ccc(-c2c3c(=O)n(C)c(=O)n(C)c3cn2Cc2ccccn2)cc1,37,23
Cc1ccnc(SCCn2c(N3CCN(Cc4ccccc4)CC3)nc3c2c(=O)[nH]c(=O)n3C)n1,-13,40
CCCc1nnc(NC(=O)CCCC(=O)O)s1,?,nt
CCSc1nc2c(c(=O)[nH]1)C(c1ccncc1)C(C(=O)OC(C)C)=C(C)N2 (centres undefined),20,30
CCCn1c(SCC(=O)Nc2cccc(NC(C)=O)c2)nnc1C(C)C,37,13
CCOc1ccc(OCC)c(NC(=O)c2[nH]c(C)c(C(C)=O)c2C)c1,11,33
Cc1cc(=O)n(CC(C)C)c(O)c1C#N,15,16
CCC1CCc2c(sc3ncnc(N4CCOCC4)c23)C1 (centres undefined),-43,66
C/C(=N/O)c1cc(C(C)(C)C)c(O)c(C(C)(C)C)c1,26,15
CN(C)S(=O)(=O)CC12CCC(CC1=O)C2(C)C (centres undefined),27,14
COc1ccc(-c2c[n+]3c4n2CCCCC4=C(c2ccc(Br)cc2)C3)cc1,27,32
CCOC(=O)C1=C(N)n2c(s/c(=C\c3ccco3)c2=O)=C(C(=O)OCC)C1c1ccco1 (centres undefined),33,14
COC(=O)c1c(N=CN(C)C)c(C#N)c2n1CCCC2,-48,31
CCOC(=O)Cn1nc(-c2ccc(Cl)cc2)ccc1=O,4,32
CN(c1ccccc1C(=O)Nc1cccc(C(F)(F)F)c1)S(C)(=O)=O,8,17
CCOc1ccccc1NC(=O)NC1(C(=O)N2CCN3CCCC3C2)CCCCC1 (centres undefined),31,25
COc1ccccc1N1CCN(C(=O)C2C3C=CC4(CN(Cc5ccccc5Cl)C(=O)C24)O3)CC1 (centres undefined),59,7.4
COCc1nnc(NC(=O)c2sc3ccccc3c2Cl)s1,-44,27
NC(=O)C1CCN(C2OC(=O)c3ccccc32)CC1 (centres undefined),-52,58
O=C(CCCCCN1C(=O)c2ccccc2C1=O)NCc1ccccn1,-1,37
O=C(Nc1ccc(O)cc1)c1cc(S(=O)(=O)N2CCCC2)ccc1Cl,-4,21
C=CCSc1nnc2c(n1)OC=Nc1ccc(Br)cc1-2,29,14
Cc1ccc(S(=O)(=O)N2CCCC(NC(=O)N3CCN(c4ccccc4)CC3)C2)cc1 (centres undefined),-29,45
Cc1ccc(C(OC(=O)c2ccco2)C(=O)NCc2cccs2)cc1 (centres undefined),-18,24
CC(C)c1ccc(NC(=O)C2CC(=O)N=C(N)S2)cc1 (centres undefined),-76,33
N#Cc1nc(COc2cccc(Cl)c2)oc1NCc1ccco1,1,49
CN(CCO)C(=O)CCC(=O)Nc1ccc(S(N)(=O)=O)cc1,-7,38
CCCn1c(CCc2ccccc2)nnc1SCC(=O)N1CCOCC1,38,12
CCC(C)[C@H](NC(=O)NCc1ccco1)C(=O)O (some centres undefined),60,13
O=C(NCc1ccc2c(c1)OCO2)C1CC(c2ccc(Cl)cc2)=NO1 (centres undefined),52,18

# Compounds shown so far with a furan ring, fused or not:
SMILES,Htt clearance,Htt clearance grain fraction
COc1ccccc1C(=O)NC(CCSC)C(=O)NCC(c1ccco1)N(C)C (centres undefined),-20,53
CCn1c(SCC(=O)NCc2ccco2)nnc1-c1cccs1,-21,22
CS(=O)(=O)Nc1ccccc1C(=O)NCc1ccco1,-59,30
Oc1oc(-c2ccco2)nc1C=Nc1ccccc1,-70,63
O=C(Nc1nc(-c2ccc(S(=O)(=O)N3CCCC3)cc2)cs1)c1ccco1,-24,23
NC(=O)c1oc2ccccc2c1NC(=O)c1ccc(F)cc1,15,27
Cc1ccc(-c2cc(-c3ccccc3)c(C#N)c(N)n2)o1,-20,43
N#Cc1c(NC(=O)CSc2n[nH]c(N)n2)oc(-c2ccccc2)c1-c1ccccc1,52,9.2
COC(=O)c1ccccc1NC(=O)c1ccc(COc2ccc(C)c(C)c2)o1,-3,40
CCn1c(=O)cc(OCC(=O)N2CCN(C(=O)c3ccco3)CC2)c2ccccc21,-34,59
COc1ccc(CCn2c(=S)[nH]c3cc(C(=O)NCc4ccco4)ccc3c2=O)cc1OC,0,37
CN1CCN(c2ccccc2NC(=O)c2cc3ccccc3o2)CC1,4,36
O=C1CSC(c2cn(-c3ccccc3)nc2-c2ccccc2)N1Cc1ccco1 (centres undefined),21,15
O=C(CSc1ccccc1C(=O)NCCCN1CCCC1=O)NCc1ccco1,-50,69
COC(=O)c1ccc(CC(=O)c2ccc(O)cc2O)o1,-52,52
CCOC(=O)C1=C(N)n2c(s/c(=C\c3ccco3)c2=O)=C(C(=O)OCC)C1c1ccco1 (centres undefined),33,14
Cc1ccc(C(OC(=O)c2ccco2)C(=O)NCc2cccs2)cc1 (centres undefined),-18,24
N#Cc1nc(COc2cccc(Cl)c2)oc1NCc1ccco1,1,49
CCC(C)[C@H](NC(=O)NCc1ccco1)C(=O)O (some centres undefined),60,13
